Compound activity (PubChem)
RGS4 inhibitor: Inhibitors of Regulator of G Protein Signaling (RGS) 4: qHTS; Regulator of G-protein signaling 4 (Homo sapiens), P49798; Transcreener GDP fluorescence polarization, RGS4-accelerated GTP hydrolysis; Potency, µM (titrated, usually from 114 µM), for inactives: top-dose activity change, negative = inhibition, hits mostly inhibitors; actives 0.039% (n = 390,000); also: potency is read from the fitted curve at half-maximal effect; % is scaled to controls: 0 for no effect and ±100 for the full control effect; nearly all actives have a fitted effect of over 75% in size; some results filed as inactive show a strong effect at the top dose
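MLSMR compounds (23 nl, pin-transferred) preincubated 10 min at room temperature with a 500nM (2x) first reagent, then RGS4 at 900nM (2x) plus Transcreener GDP mix added; fluorescence polarization (620/688 nm) read before and after 90 min at 30 °C.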
BAZ2B block: qHTS Assay for Inhibitors of BAZ2B | AlphaScreen BAZ2B-H3K14Ac peptide displacement | Potency, µM (top dose mostly 114 µM), without a hit: at the highest dose activity change, negative = inhibition, most hits filed as inhibitors | actives 4.4% (n = 360,000) | AID 504333, 2011; also: potency is read from the fitted curve at half-maximal effect; % is scaled to controls: 0 for no effect and ±100 for the full control effect; nearly all actives have a fitted effect of over 60% in size
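BAZ2B 50 nM plus b-H3(5-23)K14Ac 50 nM, PBS pH 7.4/0.01% Tween-20, 30 min RT; compound added (max 110 uM), 30 min RT; streptavidin donor/Ni-chelate acceptor beads 10 ug/mL final, 20 min dark; AlphaScreen read.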
PI4K2A inh: qHTS for small molecular inhibitors of PI4K2A; activity change, negative = inhibition, % at 76.9 µM; purified PI4K2A, ADP-Glo luminescence, 1 h; hits give low values; actives 0.13% (n = 420,000); Phosphatidylinositol 4-kinase type 2-alpha (Homo sapiens), Q9BTU6; in the data active = activity change below about -50%; inconclusive = mostly about -30% to -49%;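 also: -100% = wells without enzyme as full effect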
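In this quantitative HTS, ADP production by PI4K2A was quantified luminescently after 1 h at ambient temperature; 100 microM adenosine served as plate-quality control.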
JMJD2A Tudor: qHTS Assay for Inhibitors of JMJD2A-Tudor Domain. Potency, µM (series often up to 114 µM), for inactives: at the highest dose activity change, negative = inhibition, actives largely listed as inhibitors. AlphaScreen JMJD2A-Tudor / H3K4me3 peptide binding. actives 4.4% (n = 390,000); also: potency is read from the fitted curve at half-maximal effect; % is scaled to controls: 0 for no effect and ±100 for the full control effect; nearly all actives have a fitted effect of over 50% in size
Target sequence (O75164 whole entry, looked up, the tested form may be a part): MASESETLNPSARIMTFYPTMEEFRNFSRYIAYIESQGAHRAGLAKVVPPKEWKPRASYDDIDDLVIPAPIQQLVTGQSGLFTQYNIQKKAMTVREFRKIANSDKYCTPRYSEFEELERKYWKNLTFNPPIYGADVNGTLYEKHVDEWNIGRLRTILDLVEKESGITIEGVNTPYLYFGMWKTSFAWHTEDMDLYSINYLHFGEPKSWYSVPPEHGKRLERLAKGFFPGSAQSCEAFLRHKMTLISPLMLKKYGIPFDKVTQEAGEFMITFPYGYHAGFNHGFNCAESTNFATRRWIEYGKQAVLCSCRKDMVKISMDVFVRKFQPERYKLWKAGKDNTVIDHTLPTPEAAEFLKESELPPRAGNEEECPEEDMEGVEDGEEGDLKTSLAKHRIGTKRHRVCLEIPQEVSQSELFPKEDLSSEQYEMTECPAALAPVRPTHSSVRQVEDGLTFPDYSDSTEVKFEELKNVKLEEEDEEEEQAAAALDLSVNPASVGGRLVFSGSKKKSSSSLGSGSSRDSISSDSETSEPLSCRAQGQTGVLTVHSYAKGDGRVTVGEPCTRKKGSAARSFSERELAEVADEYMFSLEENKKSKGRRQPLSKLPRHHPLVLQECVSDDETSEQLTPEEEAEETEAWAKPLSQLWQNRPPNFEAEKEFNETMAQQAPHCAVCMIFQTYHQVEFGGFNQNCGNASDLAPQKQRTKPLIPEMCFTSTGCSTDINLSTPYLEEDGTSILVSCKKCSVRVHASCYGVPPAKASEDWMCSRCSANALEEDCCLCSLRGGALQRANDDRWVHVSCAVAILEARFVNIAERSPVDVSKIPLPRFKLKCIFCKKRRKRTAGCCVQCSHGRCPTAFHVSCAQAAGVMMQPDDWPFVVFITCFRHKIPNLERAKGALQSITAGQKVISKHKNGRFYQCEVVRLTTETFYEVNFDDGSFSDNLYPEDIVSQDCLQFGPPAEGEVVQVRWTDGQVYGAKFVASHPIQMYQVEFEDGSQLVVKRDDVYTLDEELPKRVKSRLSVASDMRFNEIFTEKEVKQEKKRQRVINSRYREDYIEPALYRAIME
HP1b binding inh: HTS for Inhibitors of HP1-beta Chromodomain Interactions with Methylated Histone Tails; Chromobox protein homolog 1 (Homo sapiens), P83916; AlphaScreen HP1-beta / biotin-H3K9me3 peptide binding; Potency, µM (doses to about 114 µM), for the others: top-dose activity change, negative = inhibition, usual class: inhibitors; actives 0.56% (n = 390,000); AID 540317, 2011; also: potency is read from the fitted curve at half-maximal effect; nearly all actives have a fitted effect of over 70% in size; inactives centre near 23
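HP1-beta protein (50 nM final) preincubated 30 min at room temperature with biotinylated H3(1-18)K9me3 peptide (50 nM) in PBS pH 7.4, 0.01% Tween-20, then compound added for 30 min. AlphaScreen streptavidin donor/nickel chelate acceptor beads (10 ug/mL final), 30 min dark, luminescence read.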
ERG-DNA inh: qHTS for Small Molecule Inhibitors of the ERG Ets/DNA interaction; fluorescence polarization, His-ERG Ets domain / labelled DNA; Potency, µM (top dose mostly 76.9 µM), inactives show at the top dose FP activity, negative = inhibition, usual class: inhibitors; actives 0.028% (n = 370,000); active = well fitted inhibition curve with a large enough effect in the polarisation, with a control signal flat; inconclusive = small, poorly fitted or top-dose-only effect, or effect the other way, or a change in a side signal; inactive = no such curve, though single readings can be large or run the other way; the % refers to the polarisation;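 also: polarization taken with two DNA probes labelled with fluorescein and Texas red; potency is read from the fitted curve at half-maximal effect; % of control where 0% means no effect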
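His-tagged ERG Ets domain (1 uM in the protein solution; 300mM KCl, 50mM Tris-HCl, 1mM EDTA, 1mM DTT, pH 7.5) received compound, then a probe mix of 5 nM fluorescein-DNA and 100nM Texas-615-DNA. Fluorescence polarization was read for both dyes.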
GLS inh: qHTS for Inhibitors of Glutaminase (GLS) | AID 624170, 2012 | actives 0.21% (n = 410,000) | GLS enzymatic activity, qHTS titration | Glutaminase kidney isoform, mitochondrial (Homo sapiens), O94925 | Potency, µM (highest dose often 45.5 µM), inactives show at the highest dose activity change, negative = inhibition, usual class: inhibitors; also: potency is read from the fitted curve at half-maximal effect; % is scaled to controls: 0 for no effect and ±100 for the full control effect
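hKGA; 45 mM KH2PO4 pH 8.2 + 0.02% Tween-20; cpd via pin tool; 1 mM Gln soln; GluOx/HRP/Amplex Red; RT 30 min; fluor. t0 & final.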
ALOX12 inh: Primary qHTS assay for inhibitors of human arachidonate 12S-lipoxygenase (ALOX12): Round 2; purified 12hLO, xylenol orange hydroperoxide absorbance; actives 1.1% (n = 580,000); Polyunsaturated fatty acid lipoxygenase ALOX12 (Homo sapiens), P18054; Potency, µM (highest dose often 108 µM), without a hit: top-dose activity change, negative = inhibition, usual class: inhibitors; also: potency is read from the fitted curve at half-maximal effect; % is scaled to controls: 0 for no effect and ±100 for the full control effect
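Purified human 12hLO (150 nM final) in 25 mM Hepes, 0.01% Triton X-100, pH 7.0 was preincubated 15 min at room temperature with compound. Then 40 uM arachidonic acid was added, 30 min. Hydroperoxide was read by Fe-XO absorbance ratio 573/405 nm.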
G9a block: qHTS Assay for Inhibitors of Histone Lysine Methyltransferase G9a; Histone-lysine N-methyltransferase EHMT2 (Homo sapiens), Q96KQ7; G9a H3K9 monomethylation, AlphaScreen, 2 h; Potency, µM (titrated, usually from 102 µM), for inactives: at the top dose activity, negative = inhibition, hits mostly inhibitors; actives 8.8% (n = 350,000); AID 504332, 2011; also: potency is read from the fitted curve at half-maximal effect; % is scaled to controls: 0 for no effect and ±100 for the full control effect; nearly all actives have a fitted effect of over 75% in size
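G9a (20 nM) was preincubated 15 min with compound, then reacted 2 h at room temperature with 500 nM biotin-H3K9 peptide and 20 µM SAM. Monomethyl-H3K9 detected by AlphaScreen using anti-H3K9me1 antibody.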
Active calls of the source: *; ? = inconclusive; . = no result given; [ ] = another dose, or the depositor's remark. Unless noted, calls follow the shape of the dose curve; as a rule, active = well fitted curve in the direction sought with a large enough effect; inconclusive = small, poorly fitted or top-dose-only effect, or another doubt; inactive = no such curve, though single readings can be large; an effect the other way counts as inactive or inconclusive.

SMILES	RGS4 inhibitor	BAZ2B block	PI4K2A inh	JMJD2A Tudor	HP1b binding inh	ERG-DNA inh	GLS inh	ALOX12 inh	G9a block
CCOC(=O)Cc1c[nH]c2ccccc12	8%	7%	3	-5%	27%	-3%	14%	-4%	-32%
Cc1ccccc1CS(=O)(=O)CCC(=O)O	3%	5%	0	-17%	31%	-10%	5%	-1%	?
NCCCC[C@H]1CNC(=S)N1CCCCC1CCCCC1	-13%	-11%	6	-19%	31%	-7%	1%	?	1%[59 µM]
Cc1cc(Oc2ccccc2)nc(SCC(=O)Nc2ccc(Cl)cc2Cl)n1	7%	8%	5	36%	81%[activator]	-5%	-1%	1%	14%[12.7 µM]
COc1ccc(CCN2CC(C(=O)NCc3cnn(C(C)C)c3)CCC2=O)cc1 (configuration not stated)	14%	-25%	0	-12%	19%	6%	7%	5%	.
Cc1ccc(NC(=O)COc2ccccc2CNC(C)(C)CC(C)(C)C)cc1	-18%	-9%	-2	-24%	49%[activator]	-5%	-3%	0%	0%[2.33 µM]
CCCCC(=O)Nc1cc(-c2nc3ncccc3o2)ccc1C	17%	-14%	1	-10%	39%[activator]	-6%	4%	1%	4%
O=C(Cn1c(=O)oc2ccccc21)NCCc1ccccc1	14%	3%	-8	-17%	17%	5%	6%	16%	9%
CCOC(=O)C1CCCN(C(=O)c2sc3nc(C)nc(N4CCOCC4)c3c2C)C1 (configuration not stated)	-8%	-7%	2	-25%	20%	0%	0%	-3%	?
O=C(/C=C\c1ccccc1)NCC(=O)N/N=C/c1ccc(O)cc1O	17%	-5%	6	-31%	39%	-5%	20%	.	86%[activator][59 µM]
Cc1cc(NC(=O)CCC(=O)N(C2CC2)C(C(=O)NC(C)(C)C)c2ccccc2Cl)no1 (configuration not stated)	-28%	1%	1	-8%	28%	3%	-5%	-13%	-6%[59 µM]
O=C(NNS(=O)(=O)c1ccccc1)c1ccc([N+](=O)[O-])cc1	-13%	-16%	-4	-6%	45%[activator]	2%	15%	-16%	-51%
CC(C)NC(=O)COC(=O)CNC(=O)c1cc(Cl)cc([N+](=O)[O-])c1	-1%[11.4 µM]	-4%	0	-21%	-6%	0%	27%	-7%	14%[59 µM]
COc1ccc(CCC(=O)OCC(=O)NCc2ccccc2)cc1	1%	2%	2	1%	45%	5%	1%	369%[activator]	13%[12.7 µM]
O=C(NCC1CCCCC1)C1CCN(C(=O)NC2CCCCC2)CC1	-1%	-32%	1	2%	29%	-8%	-2%	?	-9%
COc1ccc(C2CC(C)=NN2C=O)cc1OC (configuration not stated)	-11%	-6%	-3	40%[activator]	22%	-5%	-2%	-20%	8%[59 µM]
O=C(COC(=O)c1ccco1)NCCc1ccc(Cl)cc1	-8%	-2%	0	8%	38%[activator]	-1%	0%	360%[activator]	-5%[12.7 µM]
C/C=C/C=C\C(=O)Nc1cccc(C2=NOC3(C2)C[C@@H](C(N)=O)N(C(=O)/C(C)=C/C)C3)c1 (some centres not stated)	?	-8%	?	?	-25%	10%	-29%	?	-6%[12.7 µM]
O=C(CN1C(=O)NC2(CCCC2)C1=O)Nc1ccccc1-c1ccccc1	4%	4%	3	-8%	29%	-3%	-13%	0%	3%[12.7 µM]
CCOC(=O)Nc1ccc(S(=O)(=O)Nc2nc(C)cc(C)n2)cc1	-9%	4%	8	-13%	28%	-7%	-2%	-27%	-4%[2.33 µM]
CC(C)COC(=S)Nc1ccccc1	-44%	6%	10	35%	64%[activator]	0%	-8%	-1%	40%
Cc1cc(C(=O)CSc2nnc(-c3ccc(F)cc3)o2)c(C)n1CC1CCCO1 (configuration not stated)	-53%	-4%	-7	-7%	7%	-3%	-2%	365%[activator]	-4%[2.33 µM]
CC(C)NC(=O)N(C)C[C@H]1Oc2ccc(NC(=O)Nc3ccccc3)cc2C(=O)N([C@H](C)CO)C[C@@H]1C	9%	.	-2	-26%	19%	3%	-2%	-7%	.
C[C@H](CCC(=O)OCc1cn(CC(=O)c2ccc(O)cc2)nn1)C1CC[C@H]2[C@@H]3CC[C@@H]4C[C@H](O)CC[C@]4(C)[C@H]3C[C@H](O)[C@]12C (some centres not stated)	-16%	.	-3	-35%	10%	-2%	12%	-8%	.
O=C(CCc1nc2ccccc2c(=O)[nH]1)NCCN1C(=O)S/C(=C\c2ccc(Cl)cc2Cl)C1=O	-25%	19%	-2	-19%	16%	-7%	-2%	?	?
CCn1c(-c2cccc(S(=O)(=O)N3CCCC3)c2)n[nH]c1=S	-26%	-24%	-2	6.3µM*	18%	2%	0%	?	8.9µM*
COc1ccccc1OCCCOc1ccc(C)cc1Br	4%	159%[activator]	0	115%[activator]	223%[activator]	9%	1%	-8%	265%[activator]
Cn1c(=O)[nH]c(=O)c2c1nc(NCCCO)n2CCCc1ccccc1	-8%	-27%	-4	-5%	28%	.	12%	2%	9%
CCOC(=O)c1ccc2nc(C(F)(F)F)[nH]c(=O)c2c1	-37%[11.4 µM]	2%	-7	8%[11.4 µM]	3%	3%	29%	0%	-9%[59 µM]
Cc1ccc(C)c(CN2CCC(CNC(=O)Cn3ncc4c([nH]c5ccccc54)c3=O)CC2)c1	1%	-12%	0	-24%	-17%	8%	2%	?	-5%[59 µM]

Complete entries as entered above. Values in the order: RGS4 inhibitor	BAZ2B block	PI4K2A inh	JMJD2A Tudor	HP1b binding inh	ERG-DNA inh	GLS inh	ALOX12 inh	G9a block
CC(C)NC(=O)N(C)C[C@H]1Oc2ccc(NC(=O)Nc3ccccc3)cc2C(=O)N([C@H](C)CO)C[C@@H]1C is listed as 9%	.	-2	-26%	19%	3%	-2%	-7%	.
COc1ccccc1OCCCOc1ccc(C)cc1Br is listed as 4%	159%[activator]	0	115%[activator]	223%[activator]	9%	1%	-8%	265%[activator]
Cc1cc(C(=O)CSc2nnc(-c3ccc(F)cc3)o2)c(C)n1CC1CCCO1 (configuration not stated) is listed as -53%	-4%	-7	-7%	7%	-3%	-2%	365%[activator]	-4%[2.33 µM]

The list continues:
SMILES	RGS4 inhibitor	BAZ2B block	PI4K2A inh	JMJD2A Tudor	HP1b binding inh	ERG-DNA inh	GLS inh	ALOX12 inh	G9a block
O=C(O)c1c(Cl)cccc1Nc1ccccc1	12%	.	-7	-19%	-7%	2%	12%	-2%	.
Cc1ccc(C(=O)Cn2cnc3ccccc3c2=O)cc1C	9%	-1%	-18	-3%	15%	-4%	7%	53%	8%[59 µM]
CC(c1ccccc1F)n1cc(C(=O)NCCc2ccco2)nn1 (configuration not stated)	-23%	-12%	-2	-15%	19%	5%	-7%	-6%	50µM*
CCCS(=O)(=O)N1CCCC(C(=O)NCc2ccc3c(c2)OCO3)C1 (configuration not stated)	8%	6%	4	-7%	12%	1%	3%	4%	.
COC(=O)CNC(=O)c1c(-c2ccccc2Cl)noc1C	-3%	4%	-12	-22%	21%	1%	2%	9%	7%[12.7 µM]
COCCCNC(=S)NC1CCCCC1	-15%	2%	-4	-1%	42%[activator]	1%	-5%	-14%	2%[59 µM]
O=c1cc(-c2ccc(O)c(O)c2)oc2c1ccc1ccccc12	-10%	?	-6	-33%	25%	?	29%	0.35µM*	?
CC(=O)c1ccccc1NC(=O)c1ccc(OCc2c(C)noc2C)cc1	-51%	.	1	-18%	18%	0%	-17%	5%	.
Cc1[nH]c2ccccc2c1C(=O)C(=O)N1CCN(c2ccccc2Cl)CC1	28%	16%	-3	?	15%	-1%	4%	2%	26%[0.0925 µM]
CC(C)c1onc(C(=O)NCc2ccccn2)c1[N+](=O)[O-]	11%	-5%	1	-3%	39%	2%	-1%	-6%	25%
COc1ccc(NC(=O)C2CCN(S(=O)(=O)c3ccc4[nH]c(=O)ccc4c3)CC2)cc1Cl	-7%	5%	3	-2%	29%[57 µM]	0%	2%	?	8%[59 µM]
COc1ccc(C(=O)NC2CCCCCC2)cc1S(=O)(=O)Nc1ccc(Br)cc1	21%	10%	9	0%	32%	-20%	-6%	0%	16%[59 µM]
O=C1OCCN1C(=O)[C@H]1[C@H](c2ccc(F)cc2)C(c2cccc(Cl)c2)=NN1c1ccc(Br)cc1	-3%	.	-2	88%[activator]	253%[activator]	4%	-2%	-17%	224%[activator][59 µM]
CSc1ccc(/C=C/C(=O)OCC(=O)N2CCc3ccccc32)cc1	-24%	11%	-2	-6%	21%	-1%	4%	181%[activator]	9%[12.7 µM]
COc1ccccc1NC(=O)c1cc(Cl)nc2ccccc12	15%	-14%	4	-19%	23%	-4%	13%	156%[activator]	-28%
Cc1cc(N2C(=O)C(=O)/C(=C(/O)c3ccc(F)cc3)C2c2cccc(Br)c2)no1 (configuration not stated)	-35%	-8%	-3	?	49%[activator]	-7%	12%	?	-11%[2.33 µM]
COc1ccc(CCNC(=O)CCCn2c(=O)c3ccccc3n(CC(=O)Nc3ccc(C)cc3Cl)c2=O)cc1OC	-30%	?	-3	-17%	47%[activator]	9%	2%	-4%	20%[59 µM]

A portion of the library; rates above refer to the full screens.
